Screening results (PubChem BioAssay)
EP2 antag: EP2 receptor (human) inhibition; C6 glioma cells expressing human EP2, cAMP TR-FRET; cells stimulated with saturating PGE2; hit rate 0.52% among 260,000; inhibition, % at 25 µM;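 active means percent inhibition above 40 after rounding to a whole number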;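 further: rat C6 glioma host cells with rolipram phosphodiesterase inhibitor present; the protocol text gives 20 µM as final concentration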
Target sequence (P43116 whole entry, looked up): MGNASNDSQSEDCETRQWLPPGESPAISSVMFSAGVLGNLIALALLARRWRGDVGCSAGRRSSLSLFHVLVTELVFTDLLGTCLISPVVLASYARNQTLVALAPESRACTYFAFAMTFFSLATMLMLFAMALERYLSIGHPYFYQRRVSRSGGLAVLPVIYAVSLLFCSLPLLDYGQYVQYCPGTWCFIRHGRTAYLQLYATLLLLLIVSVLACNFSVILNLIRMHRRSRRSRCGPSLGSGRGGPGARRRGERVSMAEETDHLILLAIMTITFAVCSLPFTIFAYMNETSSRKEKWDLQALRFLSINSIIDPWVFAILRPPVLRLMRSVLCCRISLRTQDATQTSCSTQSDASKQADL
* hit, by the source's call.

Structure,EP2 antag
COc1ccc(CC(=O)N2CCC(n3nc(-c4ccoc4C)oc3=O)CC2)cc1,7
Cc1cc2cc(CN(Cc3ccc(Cl)cc3)C(=O)c3cnccn3)c(=O)[nH]c2cc1C,6
O=C(CCC1CCCC1)Nc1cccc(NC(=O)c2ccco2)c1,16
Cc1ccn2c(NCc3ccco3)c(-c3ccccc3)nc2c1,8
CCOc1ccc2[nH]c(=O)c(CN(Cc3nnnn3Cc3ccc(F)cc3)CC3CCCO3)cc2c1 (stereo unspecified),8
Cc1ccc(-c2nnn(CC(=O)N(c3ccccc3F)C(C(=O)NC(C)(C)C)c3ccco3)n2)o1 (stereo unspecified),8
c1ccc(CCCNc2nnnc3ccccc23)cc1,9
COc1ccc(CN(Cc2ccncc2)C2CC(C)(C)NC(C)(C)C2)cc1O,9
CC1CCCCN1C(=O)CSc1nnc(-c2ccco2)n1C (stereo unspecified),5
COc1cccc(NC(=O)C(C#N)Cc2cccnc2)c1 (stereo unspecified),9
O=C(c1cn(C[C@@H]2CCCN(C(=O)c3ccco3)C2)nn1)N1CCOCC1,8
COc1c(CC(=O)c2cc3c(cc2O)OC(C)(C)C(O)C3)ccc2c1C=CC(C)(C)O2 (stereo unspecified),21
COc1ccc(C2CC(c3ccc(NS(C)(=O)=O)cc3)=NN2C(C)=O)cc1OC (stereo unspecified),12
Cc1n[nH]c(C)c1NC(=O)CN1CCCCCC1,5
C=CCn1c2cc(C)oc2c2cnn(CC(=O)N(C)C)c(=O)c21,9
CC1CC(C)CN(c2nc3c(c(=O)[nH]c(=O)n3C)n2CCCSc2ncccn2)C1 (stereo unspecified),4
CCC1CCCCN1C(=O)CSc1nc(-c2ccc(OC)c(OC)c2)cc(C(F)(F)F)n1 (stereo unspecified),6
Cc1ccc2c(c1)c(C)c(C(=O)NCc1nc(-c3ccccc3)no1)n2C,8
CCOc1ccc2[nH]c(=O)c(CN(C(=O)c3cccc(F)c3)C3CCCC3)cc2c1,9
CC(C)NC(=O)c1ccc2c(c1)N(CC#N)C(=O)C(C)(C)O2,5
O=C(c1ccc2c(c1)OCO2)[C@H]1CCCN(C(=O)c2n[nH]c3c2CCCC3)C1,4
CCOc1ccc2[nH]c(=O)c(C(c3nnnn3C3CCCC3)N3CCCCC3)cc2c1 (stereo unspecified),9
Cn1c(=S)c2[nH]c(SCCN3C(=O)c4ccccc4C3=O)nc2n(C)c1=O,41*
CCOC(=O)C1CCCN(S(=O)(=O)c2ccc(S(=O)(=O)NC3CCCC3)cc2)C1 (stereo unspecified),11
O=C(c1cc2cc(Cl)ccc2oc1=O)N1CCN(c2ccc(Cl)cc2)CC1,10
CCOc1ccccc1NC(=O)COC(=O)c1ccccn1,9
Cc1ccccc1NC(=O)Cn1cnc2sc(C(=O)OC(C)C)c(C)c2c1=O,14
CN(C)C(=O)Cn1nc(-c2nccc3ccccc23)oc1=O,3
CCC(=O)N1c2ccc(-c3csc(NC(=O)c4ccc(F)c(F)c4)n3)cc2CC1C (stereo unspecified),20
CCN(CC)C(=O)CSc1nnc(COc2cccc3ccccc23)n1CC,7
C[N+](C)([O-])CCC=C1c2ccccc2CCc2ccccc21,12
Cc1cccc2cc(C#N)c(SCC(=O)Nc3cc(C(F)(F)F)ccc3Cl)nc12,6

Some of the entries above in another layout.
> COc1cccc(NC(=O)C(C#N)Cc2cccnc2)c1 (stereo unspecified)
  EP2 antag: 9
> COc1ccc(C2CC(c3ccc(NS(C)(=O)=O)cc3)=NN2C(C)=O)cc1OC (stereo unspecified)
  EP2 antag: 12
> CC1CCCCN1C(=O)CSc1nnc(-c2ccco2)n1C (stereo unspecified)
  EP2 antag: 5
> CN(C)C(=O)Cn1nc(-c2nccc3ccccc23)oc1=O
  EP2 antag: 3

(cont.)
Structure,EP2 antag
COc1ccccc1CC(C)NC(=O)Cn1c(=O)oc2ccc(C)cc21 (stereo unspecified),9
COc1cc(C(=O)Nc2nc(C)c(C(C)=O)s2)cc(OC)c1OC,8
CCOC(=O)C1=C(C)N(CCCC(=O)O)C(=O)NC1c1cccc(OC)c1 (stereo unspecified),15
CCC(C)C(=O)Nc1nnc(Cc2ccccc2)s1 (stereo unspecified),13
Cc1ccc(C(C(=O)NC2CCCCC2)N(C(=O)c2ccco2)c2ccc3c(c2)OCO3)cc1 (stereo unspecified),23
Cc1ccc(S(=O)(=O)N2CCC(C(=O)Nc3ccc(S(N)(=O)=O)cc3)CC2)cc1,17
N#CCc1nc2ccccc2o1,12
c1ccc(Nc2nc(N3CCCC3)nc(N3CCOCC3)n2)cc1,16
CC1CCN(C(=O)CSc2nnc(COc3ccc(Cl)cc3)n2C)CC1,11
O=C(NC1CC1)C1=C[C@@H](C2CC2)C[C@@H](OCCCCO)O1,9
Cc1cc(C)c2cc(CN(Cc3nnnn3Cc3ccc(F)cc3)C3CCCCC3)c(=O)[nH]c2c1,10
CCNc1ccc2c(C)c(I)c(=O)oc2c1I,14
COc1ccc(-c2ccc(=O)n(CC3CCNCC3)n2)cc1OC,9
COc1c(CC=C(C)C)c(O)cc2oc(=O)c3c4ccc(O)cc4oc3c12,18
Cc1cc(C)n(C(C)CC(=O)O)n1 (stereo unspecified),6
Cc1cccnc1C1(O)CCN(C(=O)c2ccc3c(c2)C(=O)N(CC2CCCO2)C3=O)CC1 (stereo unspecified),6
CC#CCN1C(=O)N[C@@H](c2ccccc2)C(C(=O)OC)=C1C,17
COc1ccc(S(=O)(=O)Nc2ccccc2C(=O)N2CCOCC2)cc1,12
CCc1c(C)sc(N)c1C(N)=O,17
CCc1nc2sc3c(c2c2nnc(SCC(=O)N4CCc5ccccc54)n12)CCCC3,6
CCn1c(COc2ccccc2C)nnc1SCC(=O)NC,14
CC(=O)N1CCN(c2ccc(NC(=O)COc3ccc(Cl)c(C)c3)cc2)CC1,7
CCOc1ccc(C(=O)CSc2nnc(C(C)C)n2CC)cc1,5
COc1ccc(C(O)CN2CCC(O)(c3ccc(OC)cc3)CC2)cc1 (stereo unspecified),9
CCC1CCCCN1C(=O)/C=C/c1ccccc1Cl (stereo unspecified),4
CCC(c1nnnn1C(C)(C)CC)N(CCc1cccc(C)c1)Cc1cc2cc(C)ccc2[nH]c1=O (stereo unspecified),11
CCCn1c(N2CCN(Cc3ccccc3)CC2)nc2c1c(=O)[nH]c(=O)n2C,19
Cc1c(C)n(C(=O)CSc2nnnn2C)c2ccccc12,6
CC(=O)O[C@@](C)(CCC=C(C)C)C1CC=C(C)CC1 (stereo partly specified),8
CCc1nn(CCC(N)=O)c(=O)c2cc3ccsc3n12,7
CCc1ccc2[nH]c(=O)c(CN(Cc3cccs3)Cc3nnnn3Cc3ccccc3)cc2c1,7
CC(=O)NC1CC2CCCC(C1)N2C(=O)Nc1c(C)cccc1C (stereo unspecified),8

Taken from above (three entries):
Structure,EP2 antag
CCc1nn(CCC(N)=O)c(=O)c2cc3ccsc3n12,7
CCc1ccc2[nH]c(=O)c(CN(Cc3cccs3)Cc3nnnn3Cc3ccccc3)cc2c1,7
CC(=O)NC1CC2CCCC(C1)N2C(=O)Nc1c(C)cccc1C (stereo unspecified),8

(list continues)
Structure,EP2 antag
CCC(C)(C)n1nnnc1C(c1ccccc1Cl)N1CCN(C)CC1 (stereo unspecified),14
CCOC(=O)CSc1nnc(COc2ccc(OC)cc2)n1-c1ccc(C)cc1,12
CC(C)CCNC(=O)c1onc(CSc2ccccn2)c1C(=O)NCCC(C)C,7
O=S1(=O)CC(O)C(O)C1 (stereo unspecified),7
Cc1cccc(C)c1NC(=O)CSc1nc(C)c(C)c(=O)[nH]1,10
Cc1cc(C(C)(C)CC(C)(C)C)ccc1OCCOCC[N+](C)(C)Cc1ccccc1,20
CCOc1cc(C2/C(=C(/O)c3cc(C)ccc3C)C(=O)C(=O)N2CCN(C)C)ccc1O (stereo unspecified),4
COCCn1c(=N)c(C(=O)NCc2ccccc2)cc2c(=O)n3cc(C)ccc3nc21,15
Cc1cccc(C)c1NC(=O)CSc1n[nH]c(-c2ccncc2)n1,7
COc1ccc(Cn2c(=O)[nH]c3c(C(N)=O)nc(-c4cccc(C)c4)nc32)cc1,2
Cc1ccc(S(=O)(=O)Nc2cc(C)c3oc(=O)sc3c2)cc1,16
CC1(C)C=Cc2c(ccc(-c3coc4cc(O)ccc4c3=O)c2O)O1,14
Cc1cccc2cc(CN(Cc3ccco3)S(=O)(=O)c3cccc4nsnc34)c(=O)[nH]c12,24
Cc1ccc2c(=O)c(C(=O)NC3CCCC3)c[nH]c2c1,6
Cc1ccc(OCC(=O)N2N=C(C(C)C)CC2(O)C(F)(F)F)cc1C (stereo unspecified),7
CCOC(=O)Cc1csc(NC(=O)CSc2nc3ccccc3cc2CC)n1,7
COCC(=O)N(Cc1cc2cc(C)ccc2[nH]c1=O)c1ccccc1,8
O=C(O)P(=O)(O)O,12
CC(C)NC(=O)C(=O)NCc1ccco1,7
COc1cc2cc(CN(Cc3nnnn3CC3CCCO3)C3CCCCC3)c(=O)[nH]c2cc1OC (stereo unspecified),8
O=C(c1cc(-c2ccc(Cl)cc2Cl)on1)N1CCCCCC1,10
CCc1ccc2c(c1)c1nnc(SCC(=O)NC34CC5CC(CC(C5)C3)C4)nc1n2C,8
CCc1ccc2[nH]c(=O)c(C(c3nnnn3CC3CCCO3)N3CCCC(C)C3)cc2c1 (stereo unspecified),13
Cc1cc(C)cc(-c2nnc(SCC(=O)N3CCCC3)o2)c1,9
O=C(NCc1cccc(Br)c1)C1CC(c2cc(C(F)(F)F)cc(C(F)(F)F)c2)=NO1 (stereo unspecified),23
O=C1c2ccccc2-c2n[nH]c3cccc1c23,19
CCOCCc1c(O)nc(SCC(=O)Nc2ccccc2F)[nH]c1=O,11
Cc1cc(CN2CCC(O)(c3ccccc3)C2)ccc1N1CCCC1 (stereo unspecified),8
COc1ccc(Cl)cc1NC(=O)C[n+]1ccccc1,18
NC(=O)C1CCN(C(=O)C2CC(c3c(F)cccc3Cl)=NO2)CC1 (stereo unspecified),6
O=C(CSc1nc2ccccc2n1Cc1c(F)cccc1Cl)Nc1nccs1,10
CC(C)N1CC23C=CC(O2)C(C(=O)O)C3C1=O (stereo unspecified),8
CCC(C)C(NC(=O)CCn1nc(C)cc1C)c1nc2cccnc2n1C(C)C (stereo unspecified),2
CC1CCN(C(=O)c2cc(-c3ccccc3)on2)CC1,10
O=C(NCCCN1CCOCC1)c1onc(CSc2ccccn2)c1C(=O)NCCCN1CCOCC1,2
CC(C)NC(=O)CSc1nnc(-c2ccc(S(=O)(=O)NCc3cccs3)cc2)o1,9
Cn1c(=O)[nH]c(=O)c2c1nc(Br)n2CC(=O)c1ccc(Cl)cc1,27
CC(C)OCCCNC(=S)N1CCC(C(=O)c2ccc(Cl)cc2)CC1,8
C=CCOC(=O)C1=C[C@@H](c2cn(C(C)=O)c3ccccc23)C[C@@H](OCc2ccc(CO)cc2)O1,15
COc1ccccc1N(CC(=O)NC(C)(C)C)C(=O)CCC(=O)Nc1cc(C)ccn1,13
Nc1n[nH]c(-c2ccc(Cl)cc2)c1Cl,4
O=c1[nH]c2cc3c(cc2cc1CN(Cc1cccs1)Cc1nnnn1C1CCCCC1)OCO3,17
Cc1ccc2c(CC(=O)NCCn3cncn3)coc2c1,6
O=C1c2c(O)cc(O)cc2O[C@H](c2ccc(O)cc2)[C@H]1O,12
CCCNC(=O)c1onc(CSc2ccc(F)c(F)c2)c1C(=O)NCCC,14
Nc1nc(-c2ccccc2)c(CC(=O)O)s1,10
CC(C)n1c(=O)oc2cc(S(=O)(=O)NCC(c3ccc(F)cc3)N(C)C)ccc21 (stereo unspecified),7
CCc1ccc2[nH]c(=O)c(CN(Cc3ccccc3OC)C(C)=O)cc2c1,13
Cn1c(=O)n(C)c2cc(C(=O)N3CCC4(CC3)NC(=O)c3ccccc3O4)ccc21,15
CC(C)N(C(=O)CSc1nc(-c2ccccc2)nc2ccccc12)C(C)C,15
COc1ccc(Cl)cc1C(=O)Nc1ccc(O)c(-c2nc3cc(C)ccc3o2)c1,11
CCCN1CC=C2C(C1)C(c1ccccc1Cl)C(C#N)=C(N)C2(C#N)C#N (stereo unspecified),10
C=C(C)COc1cccc(CN2CCC(O)(c3ccc4c(c3)OCO4)CC2)c1,6
O=C(Nc1ccc(N2CCOCC2)c(C(=O)O)c1)c1ccccc1,5
CCOc1ccc2c(c1)c1nnc(SCC(=O)N3CCCCC3)nc1n2C,10
COc1ccc(CN(Cc2ccncc2)C2CC(C)(C)NC(C)(C)C2)cc1OC,11

(listing goes on)
Structure,EP2 antag
Cc1cccc(C2(O)CCN(C(=O)C3Cc4cc(Cl)ccc4O3)CC2)c1 (stereo unspecified),4
N=C1C(c2nc3ccccc3s2)=C(O)CN1c1cccc(Cl)c1,5
C/C=C(/C)C(=O)O[C@@H]1[C@H](OC(C)=O)[C@@]2(CO)C(CC1(C)C)C1=CCC3[C@@]4(C)CC[C@H](O[C@@H]5O[C@H](C(=O)O)[C@@H](O[C@@H]6O[C@H](CO)[C@@H](O)[C@H](O)[C@H]6O)[C@H](O)[C@H]5O[C@@H]5O[C@H](CO)[C@@H](O)[C@H](O)[C@H]5O)[C@](C)(CO)C4CC[C@@]3(C)[C@]1(C)C[C@H]2O (stereo partly specified),14
COc1cccc(C(=O)Nc2ccc(NC(=O)c3cc4ccccc4o3)c(OC)c2)c1,3
CCCC(c1nnnn1C(C)(C)CC)N1CCN(C2CCCCC2)CC1 (stereo unspecified),5
COc1ccc(CCNC(=O)CSc2nc(C3CC3)nc3sc4c(c23)CCCC4)cc1OC,7
O=C(Nc1ccc2oc(=O)ccc2c1)c1ccc(Cl)cc1,5

A portion of the library; the hit share may differ from the screen's.
